Assay outcomes: PubChem BioAssay, several laboratories
Cardio protect: modulators protecting cardiomyocytes from myocardial damage; H9c2 cardiomyocytes, H2O2 injury protection, ATPLite, 2 h; protection from H2O2 cell death, % at 20 µM; actives 0.63% (n = 360,000);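 active = compounds giving at least 50% protection of heart cells from peroxide-induced death in the single-dose screen, raw or plate-pattern-corrected value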;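 note: 0% = DMSO wells with peroxide and 100% = DMSO wells without peroxide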
SRC2 inh: inhibits human steroid receptor coactivator 2; HEK293 GAL4-SRC2 luciferase reporter, luminescence; inhibition, % at 9 µM; actives 0.17% (n = 370,000); AID 651957;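 active = inhibition above the mean inhibition of all tested compounds plus 3 SD, set per campaign, cut at about 52% in these data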;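 note: 0% = DMSO treated cells and 100% = cells given Gossypol at 36 µM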
NOD2 RIPK2 PPI: NOD2-RIPK2 protein interaction inhibition; O43353; CHO BLA complementation NOD2-RIPK2, CCF4 ratio; inhibition, % at 4.98 µM; actives 0.38% (n = 360,000); AID 624267; in the data active = inhibition above about 21%;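 note: 0% = vehicle only and 100% = reference blocker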
TLR9-MyD88 block: TLR9-MyD88 interaction inhibition | AID 504734 | actives 0.21% (n = 340,000) | CHO BLA complementation TLR9-MyD88, CCF4 FRET ratio | Q9NR96+Q99836 | inhibition, % at 4.98 µM;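 active = inhibition above the mean over all tested compounds plus 3 SD, cut at about 21% in these data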;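 note: 0% = DMSO only wells and 100% = clavulanate BLA inhibitor control wells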
N-glyco inh: blocks N-linked glycosylation in D54 reporter cells; AID 588692; reporter increase, % at 12.5 µM; D54 ERlucT glycosylation luciferase reporter, 24 h; percent of 100 nM tunicamycin response; actives 0.23% (n = 360,000);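 active = mean luciferase reporter signal, scaled so untreated is 0 and the glycosylation-blocking control 100, at or above a set limit in every replicate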;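 note: luciferase carries N-glycosylation sites so blocking glycosylation raises the light; 0% = median of neutral control wells and 100% = median of 100 nM tunicamycin wells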
MC4R antag cAMP: blocks human MC4R cAMP signaling; P32245; MC4R-expressing cells, MTII-stimulated cAMP, LANCE TR-FRET; inhibition, % at 6.5 µM; actives 0.48% (n = 360,000);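 active = inhibition above its plate's cutoff, the mean of tested wells on that plate plus 3 SD, cut at about 29% in these data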;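 note: 0% = Melanotan II alone and 100% = Melanotan II plus saturating MCL0020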
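system = U2OS cells with stable human MC4R expression | also added = Melanotan II challenge after compound preincubation | dosing = one concentration, 6.5 µM nominal | incubation = compound 30 min, challenge 1 h, detection 1 h | measured by = TR-FRET with Eu-cAMP and labeled anti-cAMP, 671 nm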
MC4R barr agon: agonists of human melanocortin 4 receptor (MC4R) beta-arrestin. U2OS MC4R beta-arrestin complementation, luminescence; percent of melanotan II response, DMSO zero. P32245. AID 540308. activation, % at 8.9 µM. actives 0.98% (n = 360,000);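 active = activation above a per-plate cutoff, the mean activation of sample wells on that plate plus 3 SD, cut at about 8% in these data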
HTR2A ag: mouse HTR2A agonism via beta-arrestin recruitment. actives 0.66% (n = 360,000). CHO-K1 mHTR2A beta-arrestin complementation, luminescence; percent of 30 µM serotonin response. AID 624169. activation, % at 7.6 µM;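 active = activation above a run cutoff, the mean activation of all tested compounds plus 3 SD, cut at about 14% in these data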;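 note: 0% = plate median of compound wells and 100% = 30 µM serotonin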
ABHD5 PLIN5 PPI: ABHD5-PLIN5 protein interaction inhibition | actives 0.78% (n = 360,000) | inhibition, % at 4 µM | AID 602281 | Q00G26+Q8WTS1 | Split G. princeps luciferase complementation, luminescence, 4 h;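 active = inhibition above the mean inhibition across every tested compound plus 3 SD, cut at about 22% in these data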;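 note: 0% = DMSO only wells and the 100% control is not disclosed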
ABCB6 inh 2: human ABCB6 transporter inhibition; Q9NP58; fluorescence ratio to DMSO, % at 10 µM; actives 0.19% (n = 360,000); AID 602162; K562-ABCB6 porphyrin accumulation, flow cytometry, 1 h; active compounds read low;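 active = fluorescence ratio to DMSO below 75%, the collection mean minus 3 SD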;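 note: signal is porphyrin accumulated inside mitochondria; 100% equals median channel fluorescence of DMSO control wells; lower ratio means ABCB6 inhibition with less porphyrin fluorescence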
Target sequence (Q9NP58 whole entry, looked up): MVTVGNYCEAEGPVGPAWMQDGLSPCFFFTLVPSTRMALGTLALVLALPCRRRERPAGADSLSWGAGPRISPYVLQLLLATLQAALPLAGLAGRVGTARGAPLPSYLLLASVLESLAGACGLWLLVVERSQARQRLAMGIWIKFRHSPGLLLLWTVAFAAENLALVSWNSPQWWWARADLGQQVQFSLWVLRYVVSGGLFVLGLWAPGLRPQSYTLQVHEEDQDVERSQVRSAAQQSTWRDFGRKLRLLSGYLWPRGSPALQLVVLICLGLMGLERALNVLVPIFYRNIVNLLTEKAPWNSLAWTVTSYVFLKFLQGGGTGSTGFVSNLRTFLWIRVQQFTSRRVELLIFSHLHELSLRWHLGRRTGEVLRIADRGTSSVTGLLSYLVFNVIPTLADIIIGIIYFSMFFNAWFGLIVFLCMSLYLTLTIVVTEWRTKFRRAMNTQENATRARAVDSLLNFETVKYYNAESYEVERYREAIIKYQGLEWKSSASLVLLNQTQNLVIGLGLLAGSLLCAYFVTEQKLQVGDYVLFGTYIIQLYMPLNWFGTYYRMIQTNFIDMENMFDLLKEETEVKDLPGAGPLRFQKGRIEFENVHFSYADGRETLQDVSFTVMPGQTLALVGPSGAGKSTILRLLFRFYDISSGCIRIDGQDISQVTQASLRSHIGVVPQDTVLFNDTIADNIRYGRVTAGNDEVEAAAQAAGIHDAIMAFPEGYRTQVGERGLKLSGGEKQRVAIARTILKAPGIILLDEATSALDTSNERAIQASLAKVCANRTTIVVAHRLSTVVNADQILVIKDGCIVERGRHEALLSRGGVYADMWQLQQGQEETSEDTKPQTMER
Starred values were filed as active, the others as inactive; . = not tested or not shown. Some of the compounds tested; the hit share may differ from the screen's.

entry | SMILES | Cardio protect | SRC2 inh | NOD2 RIPK2 PPI | TLR9-MyD88 block | N-glyco inh | MC4R antag cAMP | MC4R barr agon | HTR2A ag | ABHD5 PLIN5 PPI | ABCB6 inh 2
1 | CCN1CCCc2cc(CN(CCN3CCOCC3)C(=S)Nc3ccc(OC)cc3)ccc21 | -0.6 | 16.2 | 7.3 | -0.2 | -4.3 | 4.4 | -0.1 | -3.8 | -5.0 | 96.0
2 | Cc1ccccc1-n1c(C)cc(/C=N/NC(=O)c2ccncc2)c1C | -10.4 | -2.7 | -5.0 | -7.3 | -1.4 | -16.7 | -0.4 | -1.1 | 4.8 | 104.0
3 | COc1cc(C(=O)n2nc(C)cc2C)ccc1O | -0.5 | -11.2 | 0.3 | 4.7 | 2.0 | 4.9 | 0.4 | -1.2 | 2.4 | 88.0
4 | Cc1ccc(C(=O)NNC(=O)c2cccc3ccccc23)cc1 | -2.0 | -12.8 | -3.1 | -5.0 | 3.9 | -5.6 | -1.3 | -0.3 | 2.6 | 99.0
5 | CCCN(CCC)C(=O)CSc1nc2n[nH]c(C)c2c(=N)n1-c1ccc(OC)cc1 | 7.1 | -27.9 | -9.4 | 4.3 | 5.4 | 7.2 | -0.5 | -1.8 | 0.2 | 102.0
6 | CCOc1ccc(CCNS(=O)(=O)c2c(C)n[nH]c2C)cc1OCC | -3.6 | -19.4 | -10.1 | -8.0 | 1.0 | 5.1 | 1.6 | -0.2 | 1.3 | 93.0
7 | Cc1cc(C)nc(NC(N)=NCCc2c[nH]c3ccccc23)n1 | -8.3 | 3.2 | 0.1 | 7.2 | -10.9 | -6.1 | -4.8 | 6.9 | 7.0 | 95.0
8 | COc1ccc(OC)c(NC(=O)Nc2nc(C(N)c3ccccc3Cl)cs2)c1 (centres undefined) | 45.3 | -14.3 | 7.7 | . | 0.3 | 15.6 | -1.1 | -3.2 | 2.3 | 90.0
9 | O=C(NCCN1CCOCC1)c1cccc(S(=O)(=O)N2CCCCC2)c1 | -1.3 | -43.7 | 6.2 | -0.7 | 0.6 | 5.0 | -3.0 | 7.2 | 3.3 | 98.0
10 | Cc1ccccc1NS(=O)(=O)c1ccc(F)cc1 | -0.4 | 18.3 | -12.3 | 1.1 | 3.0 | -6.2 | 0.7 | -0.1 | -1.4 | 97.0
11 | O=C(c1ccc(CS(=O)c2ccc(Br)cc2)o1)N1CCN(C2CCCCC2)CC1 (centres undefined) | 5.7 | -16.0 | -16.1 | 2.1 | -5.3 | 7.0 | 2.1 | 1.2 | -0.5 | 91.0
12 | Cc1ccc(S(=O)(=O)N(CC(=O)N(C(C)C)C(C)C)C(=O)N2CCN(C)CC2)cc1 | 0.9 | 3.1 | -15.7 | -3.6 | 1.6 | -1.5 | -4.0 | -6.5 | -12.7 | 101.0
13 | CCN1CC(O)=C(c2nc3ccccc3s2)C1=N | 6.2 | -31.7 | 0.0 | 7.2 | 1.3 | 1.2 | -2.2 | -6.0 | -0.2 | 97.0
14 | COc1ccc(OC)c(S(=O)(=O)Nc2ccc3c(c2)N(C(C)=O)CCC3)c1 | -4.0 | -9.7 | -1.3 | -7.4 | -0.1 | 4.6 | -0.7 | 0.6 | -12.3 | 103.0
15 | Cc1ccc(OCC(=O)Nc2ccc(F)cc2)cc1 | -7.6 | -26.9 | -4.8 | 0.1 | -3.5 | 5.4 | -1.5 | 3.2 | 9.5 | 104.0
16 | COc1ccc(S(=O)(=O)N2CCOCC2)cc1NC(=O)CCNC(=O)c1ccc(Cl)cc1 | 6.1 | 12.0 | 4.0 | -6.2 | -1.7 | 13.3 | -1.6 | -1.2 | 11.4 | 99.0
17 | Cc1noc(C)c1S(=O)(=O)Nc1ccc(C(=O)N2CCCCC2)cc1 | 6.9 | -8.1 | 5.9 | -13.4 | 1.7 | 1.0 | -1.7 | -4.1 | 0.3 | 89.0
18 | O=C(CSc1ccccc1)Nc1nnc(COc2ccc(Cl)cc2)s1 | -7.6 | 0.1 | -0.5 | -12.1 | -1.9 | -1.8 | 18.0* | 4.8 | -24.2 | 98.0
19 | NC1=NC(=O)/C(=C\c2ccc(O)c([N+](=O)[O-])c2)S1 | 5.3 | -18.9 | -1.2 | -7.3 | 2.2 | -39.5 | -0.1 | -3.0 | 14.4 | 96.0
20 | Cc1cccc(NC(=O)Cn2c(O)c(N=NC(=O)c3ccccc3O)c3ccccc32)c1 | 3.5 | 11.9 | -2.3 | -1.3 | 5.4 | -1.4 | 1.3 | -0.1 | -0.6 | 97.0
21 | Cc1nc(NC(=O)CN(C)S(=O)(=O)c2ccc(Br)cc2)sc1C | 5.3 | 15.7 | 2.6 | -0.8 | -2.2 | -4.7 | -0.2 | -1.5 | -2.7 | 91.0
22 | CC(C)(C)c1nn(-c2ccccc2)c2[nH]c(=O)c(CNCc3ccc4c(c3)OCO4)cc12 | 18.4 | 4.6 | -1.4 | 4.4 | 3.4 | 6.0 | 15.9* | -0.6 | -9.0 | 104.0
23 | COc1ccc(NC(=O)c2cccc(N3C(=O)C4CC=C(C)CC4C3=O)c2)c(OC)c1 (centres undefined) | 1.9 | -27.3 | 11.1 | -8.5 | -0.2 | 2.0 | 2.3 | -1.8 | 8.5 | 96.0
24 | CCOC1=C2CN(S(=O)(=O)c3ccc(C)cc3)C(c3cccc(Cl)c3)CC2NC(c2ccccc2)C1 (centres undefined) | . | 9.4 | -2.0 | . | . | . | . | -6.5 | 2.5 | .
25 | Cc1ccc(NC(=O)CSc2cccc3cccnc23)c(C)c1 | -3.7 | -12.3 | 1.8 | -1.0 | -1.9 | -3.1 | -2.1 | -0.6 | -7.8 | 98.0

(list continues)
entry | SMILES | Cardio protect | SRC2 inh | NOD2 RIPK2 PPI | TLR9-MyD88 block | N-glyco inh | MC4R antag cAMP | MC4R barr agon | HTR2A ag | ABHD5 PLIN5 PPI | ABCB6 inh 2
26 | CN(C)S(=O)(=O)c1ccc(N2CCCC2)c(C(=O)OCC(=O)NC2(C#N)CCCCC2)c1 | 1.7 | . | 5.1 | 3.2 | 0.2 | 15.5 | -2.1 | -2.8 | -2.6 | 94.0
27 | O=C(CCS(=O)(=O)c1ccc(Cl)cc1)Nc1cccc(S(=O)(=O)N2CCCCCC2)c1 | -13.2 | -7.7 | 2.8 | -6.4 | -5.7 | 2.8 | 2.1 | -2.5 | 0.7 | 98.0
28 | Cn1c(=O)c2nc(-c3ccccc3)oc2c2ccccc21 | 33.3 | -22.4 | -3.9 | -8.2 | 14.2 | -7.3 | 2.3 | -3.3 | 13.6 | 85.0
29 | CCCCN1C(=O)N(CCc2ccc(F)cc2)S(=O)(=O)c2cc(C(F)(F)F)ccc21 | 2.4 | 3.3 | -1.6 | -5.0 | -4.2 | 14.6 | -0.2 | 5.7 | -3.7 | 103.0
30 | CSc1nc(C)cc(OCC(=O)n2nc(C)cc2C)n1 | 10.2 | 2.1 | 6.7 | 1.8 | 4.1 | 2.0 | -0.1 | 5.0 | -3.3 | 112.0
31 | CCc1ccc(NC(=O)c2ccccc2Br)cc1 | -6.1 | -51.0 | -3.0 | -0.5 | -2.0 | -0.1 | -0.2 | -2.5 | -5.9 | 90.0
32 | CCCCOC(=O)Nc1ccc(S(=O)(=O)Nc2nccs2)cc1 | -4.7 | -5.0 | -5.8 | -7.2 | 0.6 | 9.3 | -2.1 | 1.6 | -2.2 | 96.0
33 | O=C(c1ccc2c(c1)C(=O)N(Cc1ccncc1)C2=O)N1CCN(S(=O)(=O)c2ccc(OC(F)(F)F)cc2)CC1 | 2.4 | 15.0 | -2.1 | 2.8 | 2.7 | -5.7 | -0.5 | 2.3 | 0.3 | 95.0
34 | N#Cc1cc(-c2ccccc2)nc(N2CCNCC2)n1 | 2.5 | 4.3 | -0.3 | 0.2 | 1.3 | 6.4 | 0.5 | -6.0 | 5.9 | 98.0
35 | C/C(N)=C(/C#N)C(=O)COC(=O)C1CCC(C(C)(C)C)CC1 (centres undefined) | -27.8 | 22.6 | 3.0 | 4.6 | -4.8 | 5.0 | 5.0 | 8.7 | -7.6 | 89.0
36 | CCC(C)[C@H](NC(=O)NCCCOC(C)C)C(=O)OC (some centres undefined) | 0.4 | 5.4 | -4.4 | -1.4 | 1.3 | 0.4 | 0.2 | 0.1 | 1.4 | 96.0
37 | NC(=O)c1ccc[n+](CC(=O)c2ccc(F)cc2)c1 | -3.6 | 1.2 | -8.1 | -2.9 | 1.5 | 15.9 | -2.0 | -5.4 | -4.9 | 103.0
38 | COc1ccccc1/C=N/NC(=O)c1ccc2c(c1)OCO2 | -11.3 | -36.4 | -5.1 | 4.6 | 1.4 | -7.2 | 0.8 | -4.8 | 2.9 | 97.0
39 | O=C(COC(=O)c1ccc(S(=O)(=O)N2CCCCC2)cc1)NC1CCCCC1 | 0.4 | -10.5 | 12.1 | 2.9 | 2.2 | 12.3 | -2.8 | 1.8 | -2.1 | 91.0
40 | CCn1cc(C(=O)NCCOC)c(=O)c2ccc(C)nc21 | 11.6 | 19.6 | -0.1 | 9.5 | 0.6 | -1.7 | -0.9 | 3.8 | -2.0 | 95.0
41 | COc1ccc(CCNC(=O)CN(C)S(=O)(=O)c2cccs2)cc1 | 2.0 | -18.9 | 4.7 | 4.5 | -2.0 | 3.5 | 0.4 | -3.8 | -1.1 | 97.0
42 | CCc1ccc(-n2c(=O)c3c(C)c(C(=O)N(C)C)sc3n(CC(=O)NCC3CCCO3)c2=O)cc1 (centres undefined) | -1.3 | 5.5 | 1.9 | -3.6 | 3.0 | 11.0 | -2.0 | 0.1 | 1.5 | 94.0
43 | CCc1ccc(NC(=O)c2sccc2-n2cccc2)cc1 | -14.1 | -45.3 | 5.1 | 6.2 | -2.1 | 4.8 | -0.1 | 14.8* | -10.4 | 99.0
44 | CC(=O)NCCNC(=O)C1Cc2c(-c3ccccc3Oc3ccccc3)ccnc2O1 (centres undefined) | -4.8 | 10.6 | -7.4 | . | -2.1 | 0.8 | 2.0 | -2.9 | -1.0 | 98.0
45 | N#Cc1ccccc1CN1C(=O)S/C(=C/c2cccn2-c2cccc(C(=O)O)c2)C1=O | 23.5 | 1.4 | -9.9 | -8.3 | 0.4 | 8.5 | 1.2 | 3.9 | 9.6 | 110.0
46 | CC(NC(=O)c1c(N)[nH]c(C(=O)c2ccccc2)c1-c1ccccc1Br)c1cccc2ccccc12 (centres undefined) | . | -6.0 | 11.2 | . | . | . | . | -0.6 | -12.6 | 96.0
47 | COc1ccc(CCN2C(=O)CC(Cc3ccc(Br)cc3)C2=O)cc1OC (centres undefined) | 0.8 | -40.3 | -5.3 | -2.3 | -2.4 | -1.7 | -0.7 | -2.4 | -4.8 | 81.0

Just MC4R antag cAMP, for two of the compounds above:
| cpd | SMILES | MC4R antag cAMP |
| --- | --- | --- |
| 45 | N#Cc1ccccc1CN1C(=O)S/C(=C/c2cccn2-c2cccc(C(=O)O)c2)C1=O | 8.5 |
| 27 | O=C(CCS(=O)(=O)c1ccc(Cl)cc1)Nc1cccc(S(=O)(=O)N2CCCCCC2)c1 | 2.8 |
